Screening results: PubChem BioAssay, National Center for Advancing Translational Sciences (NCATS)
AmpC no deterg: inhibitors of E. coli AmpC beta-lactamase without detergent; 0.52% of 330,000 active; P00811; Potency, µM (highest dose often 57.1 µM), for inactives: at the top dose activity change, negative = inhibition, hits mostly inhibitors; AmpC nitrocefin hydrolysis, absorbance 480 nm, 0.0001% Triton;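 further: potency means the concentration at half of the fitted maximal effect; plate controls were no compound for no effect and no enzyme for full effect; nearly all actives have a fitted effect of over 20% in size; some results filed as inactive show a strong effect at the top dose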
Target sequence (P00811 whole entry, looked up): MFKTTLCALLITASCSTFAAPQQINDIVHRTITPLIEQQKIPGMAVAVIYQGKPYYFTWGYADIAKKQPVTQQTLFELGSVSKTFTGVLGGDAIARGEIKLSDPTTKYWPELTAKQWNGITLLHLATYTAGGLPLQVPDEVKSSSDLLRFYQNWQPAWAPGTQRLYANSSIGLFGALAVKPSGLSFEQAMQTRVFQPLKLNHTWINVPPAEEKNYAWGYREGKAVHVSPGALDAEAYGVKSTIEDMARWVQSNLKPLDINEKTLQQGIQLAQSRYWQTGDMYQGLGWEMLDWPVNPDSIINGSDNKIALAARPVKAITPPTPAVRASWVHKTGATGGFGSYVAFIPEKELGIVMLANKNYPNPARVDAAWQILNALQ
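20 mM phosphate pH 7.0 + 0.01% (detergent screen) or 0.0001% Triton X-100; 5.3 nM AmpC reagent; cpd preinc 15 min RT; nitrocefin (800 uM stock) to start; A480 q20 s × 4 min; Activity was normalised to no-enzyme and no-compound control wells.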
Giardia FBPA inh: blocks Giardia fructose-bisphosphate aldolase activity. A8B2U2. purified Giardia FBPA. Potency, µM (top dose mostly 59.6 µM), for the others: top-dose activity, negative = inhibition, usual class: inhibitors. 0.71% of 290,000 active; further: potency means the concentration at half of the fitted maximal effect; nearly all actives have a fitted effect of over 55% in size
Target sequence (A8B2U2 whole entry, looked up): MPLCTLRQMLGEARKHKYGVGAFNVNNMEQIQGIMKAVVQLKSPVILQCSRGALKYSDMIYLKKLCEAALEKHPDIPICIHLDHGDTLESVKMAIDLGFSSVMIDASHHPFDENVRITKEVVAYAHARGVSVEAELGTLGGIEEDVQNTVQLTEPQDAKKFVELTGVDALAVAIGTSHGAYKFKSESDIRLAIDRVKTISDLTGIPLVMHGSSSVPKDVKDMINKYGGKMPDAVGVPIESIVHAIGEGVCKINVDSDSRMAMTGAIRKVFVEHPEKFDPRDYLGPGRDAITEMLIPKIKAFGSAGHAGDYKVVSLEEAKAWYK
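Giardia FBPA (40 nM reagent) was preincubated 10 min at RT with compound (up to 57.5 uM final), then substrate plus GAPDH/TPI/NAD/arsenate coupling system with diaphorase/resazurin was added; resorufin fluorescence (525/598 nm) was read after 20 min.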
Sm TGR block: blocks Schistosoma mansoni thioredoxin glutathione reductase; 3% of 360,000 active; purified TGR, DTNB reduction, TNB absorbance 405 nm; Potency, µM (top dose mostly 114 µM), without a hit: at the highest dose activity change, negative = inhibition, actives largely listed as inhibitors; Q962Y6; AID 485364; further: potency means the concentration at half of the fitted maximal effect; nearly all actives have a fitted effect of over 60% in size
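TGR 20 nM + NADPH 100 uM (dispensed conc.), cpd preinc 15 min RT; start with NADPH (500 uM addition) then DTNB (15 mM addition). Kinetic TNB absorbance, 405 nm filter. Four-parameter Hill fit across titration.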
HCMV inh: inhibitors of human cytomegalovirus | HFF cells, HCMV-luciferase reporter, 72 h; hits give low values | activity change, negative = inhibition, % at 57.5 µM | 4.5% of 410,000 active | AID 1259415; in the data active means activity change below about -60%; inconclusive means no clear call, values can overlap the other calls; inactive means above about -39%
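HFF cells seeded 16 h at 37C, treated with compounds, infected with luciferase-reporter HCMV at MOI 1 PFU/cell; luciferase read at 72 h post infection, normalized to buffer-only and Salinomycin controls.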
AmpC inh detg: blocks E. coli AmpC beta-lactamase in detergent assay; AmpC hydrolysis of nitrocefin, absorbance 480 nm, 0.01% Triton; Potency, µM (doses to about 114 µM), inactives show at the highest dose activity change, negative = inhibition, actives largely listed as inhibitors; 0.041% of 370,000 active; AID 485294;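 further: potency means the concentration at half of the fitted maximal effect; 0% = no-compound wells and -100% = no-enzyme wells; nearly all actives have a fitted effect of over 25% in size; some results filed as inactive show a strong effect at the top dose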
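AmpC (5.3 nM in the dispensed reagent) in 20 mM phosphate pH 7.0 with 0.01% (detergent screen) or 0.0001% Triton X-100 was preincubated with compounds for 15 min at room temperature. Nitrocefin was then added from an 800 uM solution, and hydrolysis was followed at 480 nm.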
HCV inh: HCV inhibition; Huh7.5.1 HCVcc-Cre infection, luciferase reporter, 44 h; Potency, µM (highest dose often 41.8 µM), inactives show at the top dose activity change, negative = inhibition, actives largely listed as inhibitors; 3.4% of 340,000 active; AID 651820; further: potency means the concentration at half of the fitted maximal effect
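Seed cells (1,000/well) for 4 h; treat with compound and infect with HCVcc-Cre, moi about 0.5. Incubate 44 h, then detect luciferase activity.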
The depositor's hits bear a star; ? = inconclusive; . = not tested or not shown; [ ] = dose if it differs, or a comment. Unless noted, the call rests on the fitted dose curve; in most records, active means well fitted curve in the direction sought with a large enough effect; inconclusive means small, poorly fitted or top-dose-only effect, or another doubt; inactive means no such curve, though single readings can be large; an effect the other way counts as inactive or inconclusive. Unless noted, on the % scale 0 is the no-effect control and ±100 the full control effect.

1) O=C(Nc1cccc(Br)c1)c1ccc(CN2CCc3ccccc3C2)cc1
2) CCC(=O)Nc1ccc(Cl)c(NC(=O)C(C)C)c1
3) O=C(COC(=O)c1nc(Cl)ccc1Cl)NC1CCCCC1
4) CC(C)[C@H](NC(=O)c1ccccc1Br)C(=O)OCc1nc2ccsc2c(=O)[nH]1
5) Cc1ccc(NC(=O)COC(=O)CNC(=O)c2ccco2)cc1
Assay by compound,1,2,3,4,5
AmpC no deterg,-27%,-14%,-26%,-19%,-14%
Giardia FBPA inh,-4%,-1%,.,.,0%
Sm TGR block,0%,15%,-14%,-10%,-1%
HCMV inh,-28,8,9,-25,32
AmpC inh detg,-14%,2%,4%,-8%,?
HCV inh,2.2µM*,-10%,3%,?,18%

6) O=C(CN1CCCC1)Nc1ccc([N+](=O)[O-])cc1Cl
7) CCOC(=O)C1(CC2CCCCO2)CCN(C2CCSCC2)CC1 (stereo unspecified)
8) Cc1sc2nc(CN3CCOCC3)nc(Cl)c2c1C
9) Nc1nc(N2C(=O)C3CC=CCC3C2=O)nn1-c1ccccc1 (stereo unspecified)
10) COc1ccc(N2CCN(S(=O)(=O)c3cc4c(cc3C)NC(=O)CO4)CC2)cc1
Assay by compound,6,7,8,9,10
AmpC no deterg,-17%,-12%,2%,-7%,-19%
Giardia FBPA inh,4%,3%,11%,2%,2%
Sm TGR block,-7%,-9%,-22%,-8%,-1%
HCMV inh,-16,17,-17,-28,2
AmpC inh detg,2%,9%,-5%,?,-13%
HCV inh,-8%,3%,-3%,3%,6%

11) COc1ccccc1NC(=O)C1=C(C)Nc2nnnn2C1c1cccc(C)c1 (stereo unspecified)
12) O=C(c1ccco1)N1CCN(C2c3ccccc3-c3ccccc32)CC1
13) CCCCc1nc(NCc2ccccc2)c(C#N)c2c1COC(C)(C)C2
14) O=C(NCCS(=O)(=O)N1CCN(c2ccccc2F)CC1)C(c1ccccc1)c1ccccc1
15) Oc1ccccc1-c1nc(NCc2ccccc2)c2ccccc2n1
Assay by compound,11,12,13,14,15
AmpC no deterg,-17%,54%,-38%,.,-44%
Giardia FBPA inh,5%,22%,5%,.,-2%
Sm TGR block,-1%,-8%,0%,-1%,0%
HCMV inh,-25,24,12,-28,-31
AmpC inh detg,-12%,2%,-1%,-6%,-2%
HCV inh,0%,-6%,0%,.,11µM*

16) CCOC(=O)C1CCCN(C(=O)c2nn(-c3ccc(OC)cc3)c(=O)c3c2c2ccccc2n3C)C1 (stereo unspecified)
17) O=C(OCC1CC(c2ccccc2Cl)=NO1)c1ccc(Br)cc1 (stereo unspecified)
18) Cc1cc(C(=O)N2CCc3ccccc32)c2cc(F)ccc2n1
19) O=c1ccc(/C=C/c2ccccc2)nn1Cc1ccc(F)cc1
20) O=C(N/N=C/c1cc(Cl)cc([N+](=O)[O-])c1O)c1ccc2c(c1)OCO2
Assay by compound,16,17,18,19,20
AmpC no deterg,.,-9%,-7%,15%,-45%
Giardia FBPA inh,.,5%,9%,-6%,18%
Sm TGR block,5%,6%,-1%,2%,6%
HCMV inh,5,-19,33,2,-23
AmpC inh detg,-3%,-1%,-8%,-4%,6%
HCV inh,.,29%,-17%,6%,?

21) CC(C)N(C(=O)[C@H]1C[C@H](CC(=O)NCCCN(C)C)C(=O)N2CCc3c([nH]c4ccc(Cl)cc34)[C@]12C)C(C)C
22) CCOc1ccc(C(=O)c2ccc(OCC)c(N)c2)cc1N
23) COc1ccc(-c2nc(CS(=O)CC(=O)NCCN3CCCCCC3)c(C)o2)cc1OC (stereo unspecified)
24) COC(=O)C1=C(C)N(Cc2ccccc2)C(=NCC(C)C)N[C@H]1c1ccc(Br)cc1
25) CCN1CCN(c2nc(Nc3ccc(NC(C)=O)cc3)nc(Nc3ccc(NC(C)=O)cc3)n2)CC1
Assay by compound,21,22,23,24,25
AmpC no deterg,171%[activator],-13%,110%[activator],-34%,9%
Giardia FBPA inh,.,-1%,-16%,28%,-1%
Sm TGR block,.,5%,-30%,9%,-1%
HCMV inh,-10,72,-17,.,0
AmpC inh detg,.,-11%,-4%,?,-5%
HCV inh,10µM*,?,-8%,.,-15%

26) Cc1ccc(CNC(=O)CS(=O)CC(=O)O)cc1 (stereo unspecified)
27) CCCCCCCCC(=O)N/N=C(\C)c1ccco1
28) CCOC(=O)c1c(C)oc2nc(C)nc(NCCCN3CCN(c4ccc(F)cc4)CC3)c12
29) Cc1nn(Cc2ccccc2)c2sc(C(=O)N3CCN(Cc4ccc5c(c4)OCO5)CC3)cc12
30) COc1cccc(CNC(=O)Cn2cc3c(n2)-c2c(oc(C(=O)N4CCCC4)c2C)CC3)c1
Assay by compound,26,27,28,29,30
AmpC no deterg,-4%,-15%,.,.,.
Giardia FBPA inh,-10%,-1%,.,8%,.
Sm TGR block,-3%,0%,-7%,1%,-1%
HCMV inh,-28,-18,0,-12,?
AmpC inh detg,-2%,-12%,4%,4%,-1%
HCV inh,23%,7%,.,?,.

31) O=C(c1ccc(F)cc1)C1CCN(C(=S)Nc2ccccc2)CC1
32) CS(=O)(=O)c1oc(-c2ccc(F)cc2)nc1S(=O)(=O)c1ccc(Cl)cc1
33) FC(F)(F)c1cccnc1-n1cncn1
34) C=CCn1sc(N)c(C(=O)OCC)c1=S
35) CS(=O)(=O)N(CC(=O)NCc1cccnc1)Cc1ccc(Cl)cc1
Assay by compound,31,32,33,34,35
AmpC no deterg,-32%,.,10%,-10%,-3%
Giardia FBPA inh,0%,.,2%,0%,0%
Sm TGR block,-1%,0.71µM*,0%,-9%,0%
HCMV inh,?,-96*,14,-12,35
AmpC inh detg,-20%,11%,-3%,-13%,0%
HCV inh,-24%,.,18%,-3%,15%

36) Cc1cc(N2CCOCC2)nc(SCc2c(Cl)cccc2Cl)n1
37) COc1cc(CO)c(Br)cc1OCC(=O)Nc1ccccc1C
38) COc1ccccc1N1CCN(S(=O)(=O)c2ccc3c(c2)NC(=O)C(C)S3)CC1 (stereo unspecified)
39) Cc1sc2ncn(CC(=O)Nc3cccc(C(F)(F)F)c3)c(=O)c2c1S(=O)(=O)N1CCN(C)CC1
40) Cn1c(=O)[nH]c(=O)c2c1nc(NC1CCCCC1)n2CC(=O)NC1CCCCC1
Assay by compound,36,37,38,39,40
AmpC no deterg,32%,-21%,-16%,.,-8%
Giardia FBPA inh,-8%,-4%,.,.,5%
Sm TGR block,5%,4%,3%,7%,-2%
HCMV inh,?,-20,0,-3,.
AmpC inh detg,-9%,-1%,4%,7%,?
HCV inh,11µM*,-8%,?,.,19%

41) Cc1cc(NC(=O)C2CCCC2)nc2c1c(=O)oc1ccccc12
42) CCOc1ccc(C(=O)Nc2cc(-c3nc4ccccc4[nH]3)ccc2Cl)cc1[N+](=O)[O-]
43) COc1ccccc1NS(=O)(=O)c1cc(N)ccc1N1CCCCC1
44) CCNC(=O)c1nc[nH]c1C(=O)NCC
45) CCOc1ccccc1Nc1nnc(SC(C)C(=O)Nc2nc(-c3ccccc3)cs2)s1 (stereo unspecified)
Assay by compound,41,42,43,44,45
AmpC no deterg,-18%,?,-25%,-8%,-45%
Giardia FBPA inh,-10%,-6%,-10%,-9%,4%
Sm TGR block,-11%,-9%,.,2%,8%
HCMV inh,-22,-85*,?,27,-34
AmpC inh detg,0%,?,-1%,?,2%
HCV inh,10%,?,-8%,-1%,?

46) O=C(O)C1CCCC[C@H]1C(=O)Nc1ncc([N+](=O)[O-])s1 (stereo partly specified)
47) Cc1ccc(-c2csc(-c3nc(-c4ccc(Br)s4)cs3)n2)cc1
48) C[C@H](CO)N1C[C@H](C)[C@@H](CN(C)C)Oc2c(NS(=O)(=O)c3cn(C)cn3)cccc2C1=O
49) CCc1nc(SC)ncc1C(=O)Nc1ccc(Cl)cc1C(=O)c1ccccc1
50) Cc1ccc(C(=O)N(C)c2nnc(-c3ccncc3)s2)cc1
Assay by compound,46,47,48,49,50
AmpC no deterg,-19%,.,-2%,.,-1%
Giardia FBPA inh,.,.,.,.,4%
Sm TGR block,4%,1%,.,-4%,.
HCMV inh,-28,-3,12,2,10
AmpC inh detg,?,-2%,.,6%,-6%
HCV inh,33%[activator],.,5%,.,?

In a second layout: entries from further up.
The line under a structure holds: AmpC no deterg, Giardia FBPA inh, Sm TGR block, HCMV inh, AmpC inh detg, HCV inh
37. COc1cc(CO)c(Br)cc1OCC(=O)Nc1ccccc1C
→ -21%, -4%, 4%, -20, -1%, -8%
38. COc1ccccc1N1CCN(S(=O)(=O)c2ccc3c(c2)NC(=O)C(C)S3)CC1 (stereo unspecified)
→ -16%, ., 3%, 0, 4%, ?
39. Cc1sc2ncn(CC(=O)Nc3cccc(C(F)(F)F)c3)c(=O)c2c1S(=O)(=O)N1CCN(C)CC1
→ ., ., 7%, -3, 7%, .
40. Cn1c(=O)[nH]c(=O)c2c1nc(NC1CCCCC1)n2CC(=O)NC1CCCCC1
→ -8%, 5%, -2%, ., ?, 19%
41. Cc1cc(NC(=O)C2CCCC2)nc2c1c(=O)oc1ccccc12
→ -18%, -10%, -11%, -22, 0%, 10%
42. CCOc1ccc(C(=O)Nc2cc(-c3nc4ccccc4[nH]3)ccc2Cl)cc1[N+](=O)[O-]
→ ?, -6%, -9%, -85*, ?, ?
43. COc1ccccc1NS(=O)(=O)c1cc(N)ccc1N1CCCCC1
→ -25%, -10%, ., ?, -1%, -8%
44. CCNC(=O)c1nc[nH]c1C(=O)NCC
→ -8%, -9%, 2%, 27, ?, -1%
45. CCOc1ccccc1Nc1nnc(SC(C)C(=O)Nc2nc(-c3ccccc3)cs2)s1 (stereo unspecified)
→ -45%, 4%, 8%, -34, 2%, ?
46. O=C(O)C1CCCC[C@H]1C(=O)Nc1ncc([N+](=O)[O-])s1 (stereo partly specified)
→ -19%, ., 4%, -28, ?, 33%[activator]
47. Cc1ccc(-c2csc(-c3nc(-c4ccc(Br)s4)cs3)n2)cc1
→ ., ., 1%, -3, -2%, .
48. C[C@H](CO)N1C[C@H](C)[C@@H](CN(C)C)Oc2c(NS(=O)(=O)c3cn(C)cn3)cccc2C1=O
→ -2%, ., ., 12, ., 5%
49. CCc1nc(SC)ncc1C(=O)Nc1ccc(Cl)cc1C(=O)c1ccccc1
→ ., ., -4%, 2, 6%, .
50. Cc1ccc(C(=O)N(C)c2nnc(-c3ccncc3)s2)cc1
→ -1%, 4%, ., 10, -6%, ?

Further results follow.
51) Clc1c(CSc2nc3ccccc3o2)nc2ccccn12
52) CCn1c(SCC(=O)Nc2cc(NC(C)=O)ccc2OC)nnc1-c1ccccn1
53) Cc1cc(C)cc(-n2c(C)cc(C(=O)C(=O)Nc3ccccc3F)c2C)c1
54) CCOCCn1cnc2sc(C(=O)Nc3nc(C)c(C(=O)OCC)s3)c(C)c2c1=O
55) N#CC(C(=O)C1CCCCC1)c1nc2ccccc2[nH]1 (stereo unspecified)
Assay by compound,51,52,53,54,55
AmpC no deterg,-4%,-7%,.,-4%,-21%
Giardia FBPA inh,-6%,-1%,.,1%,-26%
Sm TGR block,4%,-1%,-4%,-23%,4%
HCMV inh,125,?,19,.,-99*
AmpC inh detg,?,-12%,22%,-12%,-10%
HCV inh,-12%,-5%,.,.,10µM*
